KKLEB cytotox: cytotoxicity in KKLEB CF airway cells, primary screen, cytotoxicity control for CF NF-kB inhibitor project, cell-based, uHTS, fluorescence assay plates | activity change (cytotoxicity), % at 5 µM | 360,000 compounds, 0.36% hits | KKLEB CF airway cells viability, ATPlite luminescence, overnight; hits give low values; cells stimulated with P. aeruginosa culture filtrate;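 active = corrected activity change at or below -50% at 5 µM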
TRAIL sens C8: viability loss with TRAIL in NB7+C8 cells, primary screen, TRAIL sensitizer project, cell-based, ATPlite luminescence. 360,000 compounds, 1% hits. inhibition (viability loss, TRAIL sensitization), % at 10 µM;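 active = compounds causing at least 50% loss of cell viability in the single-dose screen, relative to plate controls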
Shn3 3UTR inh: reduction of Shn3 3'UTR firefly luciferase signal, primary screen, Schnurri-3 inhibitor project, cell-based, Clone20 osteoblasts, set 2 | inhibition, % at 12.5 µM | 360,000 compounds, 0.52% hits | Clone20 osteoblast Shn3 3'UTR firefly luciferase, 24 h;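 active = mean inhibition of at least 75% with every replicate also reaching 75%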;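 note: 0% = median of neutral control wells and 100% = pilot-screen positive control compound; some compounds past the cut are filed as inactive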
NR2E3 ag-1: inhibitors of NR2E3-RetCOR corepressor binding, primary screen, NR2E3 agonist project, biochemical, TR-FRET, GST-NR2E3, biotin-RetCOR | 320,000 compounds, 0.12% hits | Photoreceptor-specific nuclear receptor (Homo sapiens), Q9Y5X4 | inhibition of corepressor binding, % at 4.78 µM | 1536-well | AID 2300, 2010;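 active = percent inhibition above the cutoff of mean plus 3 SD of all tested compounds, set per screening campaign, cut at about 20% in these data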;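 note: 0% = DMSO wells and 100% = biotin wells as full block of FRET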
Target sequence (Q9Y5X4 whole entry, looked up): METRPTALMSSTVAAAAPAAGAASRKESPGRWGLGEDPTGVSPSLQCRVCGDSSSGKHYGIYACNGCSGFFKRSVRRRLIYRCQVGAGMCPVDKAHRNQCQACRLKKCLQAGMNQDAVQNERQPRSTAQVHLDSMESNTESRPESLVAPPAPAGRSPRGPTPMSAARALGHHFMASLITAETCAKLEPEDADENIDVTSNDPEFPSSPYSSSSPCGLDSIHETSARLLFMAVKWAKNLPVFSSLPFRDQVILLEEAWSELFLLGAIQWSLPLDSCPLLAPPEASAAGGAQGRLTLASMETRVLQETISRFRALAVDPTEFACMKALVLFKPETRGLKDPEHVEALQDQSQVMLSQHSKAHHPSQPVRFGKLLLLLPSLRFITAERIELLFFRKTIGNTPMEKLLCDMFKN
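Material – GST-tagged NR2E3 plus biotinylated RetCOR corepressor · Quantity – NR2E3 fusion 1.35 nM · Times – 5 h incubation at 4 °C · Medium – pH 7.5 Tris-based buffer · Technique – TR-FRET, Eu(K)-anti-GST donor, streptavidin-D2 acceptor, ex 340, em 617/671 nm · Benchmarks – high control biotin, low control 0.6% DMSO · Format – 1536-well plates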
NR2E3 ag-2: NR2E3 agonists in two-hybrid cells, primary screen, cell-based, luminescence, CHO-S, Gal4-NCOR/VP16-NR2E3 | luciferase | inhibition of corepressor binding, % at 3.98 µM | 360,000 compounds, 0.35% hits | AID 602229, 2012;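 active = inhibition above the mean of all tested compounds plus 3 SD, cut at about 70% in these data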;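 note: 0% = DMSO with NR2E3 transfected cells and 100% = cells lacking NR2E3 construct; higher means lower luciferase signal from less NR2E3 corepressor binding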
TWEAK Fn14 block: inhibitors of TWEAK-Fn14 signaling, primary screen, luciferase reporter cells, uHTS; TWEAK-stimulated Fn14 reporter cells, luciferase luminescence, 8 h; inhibition, % at 10 µM; 360,000 compounds, 2% hits; AID 1159606, 2016; in the data active = inhibition above about 50%
Peg3 promoter: Peg3 promoter-driven luciferase inhibitors, primary screen, cell-based, HeLa, luciferase luminescence; HeLa PEG-Prom luciferase reporter, overnight; inhibition, % at 20 µM; 360,000 compounds, 1.7% hits;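 active = inhibition of at least 50% at 20 µM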
MITF TRPM1 inh: inhibitors of MITF-dependent TRPM1 promoter reporter, primary screen, cell-based, SK-MEL-5, single point, luciferase; SK-MEL-5 TRPM1 promoter luciferase, 24 h; 330,000 compounds, 0.83% hits; AID 488899, 2010; inhibition, % at 12.5 µM;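 active = mean inhibition across replicates of 60% or more, whatever share of single replicates reaches that level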; note: values of inactives mirror those of a sister screen read the other way
TROY signal inh: inhibitors of TROY-driven NF-kB signaling, primary screen, Q293 LMP1-TROYcd cells, NF-kB luciferase, uHTS; Q293 LMP1-TROYcd NF-kB luciferase reporter, 4 h; AID 1347056, 2019; inhibition, % at 10 µM; 360,000 compounds, 0.98% hits;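 active = compounds whose plate-normalised and pattern-corrected inhibition of the luciferase reporter signal at the single screening dose is 50% or more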
CF NFkB inh: inhibitors of PAF-induced NF-kB signaling, primary screen, cell-based, GFP fluorescence, uHTS. KKLEB NF-kB-GFP reporter, GFP fluorescence overnight. inhibition, % at 5 µM. 360,000 compounds, 0.86% hits. AID 588850, 2011;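 active = at least 50% inhibition at 5 µM, scaled per plate between neutral and stimulator controls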;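 note: PAF is a Pseudomonas aeruginosa culture filtrate used as stimulus; plate controls were PAF-stimulated DMSO wells for no effect and unstimulated DMSO wells for full effect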
HIF-2a inh: HIF-2a reporter inhibitors, primary screen, luminescence, 786-0 RCC cells; 786-0 RCC cells HIF-2a reporter, luciferase luminescence, overnight; AID 624352, 2012; inhibition, % at 18.8 µM; 360,000 compounds, 0.72% hits;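 active = inhibition of the luminescence signal of 40% or more relative to plate controls, in a single-dose primary screen at 18.75 µM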
* marks the source's active call; other numbers are inactive results; · = not tested or not shown. These rows are one share of the data; the hit share may differ from the screen's.

SMILES | KKLEB cytotox | TRAIL sens C8 | Shn3 3UTR inh | NR2E3 ag-1 | NR2E3 ag-2 | TWEAK Fn14 block | Peg3 promoter | MITF TRPM1 inh | TROY signal inh | CF NFkB inh | HIF-2a inh
COc1cc(OC)cc(C(=O)NCC(=O)OCC(=O)Nc2ncc(Cl)cc2Cl)c1 | 13 | 1 | 13 | 2 | -4 | -11 | -3 | 7 | 1 | 3 | 8
Cc1ccc2c(c1)c1ncn(CCC3=CCCCC3)c(=O)c1n2C | -19 | -2 | -15 | -3 | -18 | -4 | -74 | -19 | -43 | 3 | -128
CCOC(=O)C1CCN(C(=O)CCc2c(C)nc3ncnn3c2C)CC1 | -16 | -10 | -10 | -1 | -27 | -6 | 8 | 8 | 2 | 4 | 8
O=C(COc1ccccc1[N+](=O)[O-])N/N=C/c1ccc[nH]1 | 2 | -1 | -27 | -2 | 2 | -17 | -38 | -6 | -3 | -1 | -33
CC1CCCCC12NC(=O)N(CC(=O)NCc1ccc3c(c1)OCO3)C2=O (stereo not given) | -9 | -19 | 7 | -3 | -6 | 8 | 4 | -3 | -11 | 19 | 6
CCOC(=O)N1CCN(S(=O)(=O)c2cccc3cccnc23)CC1 | -11 | -3 | 9 | -1 | -14 | 28 | 17 | 5 | · | -4 | 9
Cn1c(SCC(=O)c2ccccc2)nnc1-c1ccncc1 | 0 | -2 | -12 | -1 | -8 | 0 | -17 | -10 | 13 | -27 | 9
CCOc1ccc(Nc2nc(N3CCCC3)nc(N3CCN(c4ccc(OC)cc4)CC3)n2)cc1 | -8 | 8 | 9 | -1 | -11 | -9 | 8 | 11 | -1 | 12 | 7
CC(C)Sc1nc2c(c(=O)n(C)c(=O)n2C)n1C | 4 | 25 | -6 | 0 | -9 | 16 | -4 | 10 | 14 | 2 | 6
CCOc1ccc(/C=C2/Sc3ccc(C(=O)N4CCOCC4)cc3N(C)C2=O)cc1OC | -1 | -6 | 13 | -1 | 4 | 9 | 15 | -2 | -2 | 10 | 10
Cc1ccc(-n2c(C)cc(/C=N/Nc3ccc([N+](=O)[O-])cn3)c2C)c(C)c1 | -19 | -1 | -6 | -2 | -54 | 7 | -4 | -10 | 8 | 21 | 0
Cc1cc(C)cc(NS(=O)(=O)c2ccc3c(c2)C(C)(C)C(=O)N3C)c1 | -6 | -11 | 12 | -1 | 10 | -23 | 0 | -7 | 7 | 6 | -20
O=C(CCCCCCC(=O)c1ccccc1)c1ccccc1 | 6 | -6 | -12 | 1 | -18 | -14 | -40 | · | -26 | 6 | -24
CCN1CCCC(OC(=O)Nc2ccccc2)C1 (stereo not given) | 12 | -1 | -15 | -3 | -14 | -2 | -3 | -4 | 9 | -9 | -17
Cn1cc(CN2CCC(Oc3ccc(C(=O)N4CCCC4)cc3)CC2)cn1 | 1 | -2 | 8 | 1 | -4 | -2 | -21 | -1 | -11 | 23 | -11
COc1ccc(/C=C(/NC(=O)/C=C/c2ccccc2)C(=O)N2CCOCC2)cc1 | 5 | 16 | 0 | -1 | 0 | -2 | -30 | 4 | -5 | 2 | 4
O=C(CNCc1ccc(F)cc1)Nc1ccc(S(=O)(=O)N2CCOCC2)cc1 | -1 | -18 | 5 | -2 | -11 | -9 | -26 | -2 | 11 | 0 | 7
N#C/C(=C/c1ccco1)C(N)=S | 10 | -10 | -14 | -1 | -10 | 10 | 9 | -4 | 18 | -6 | 20
CCCCn1c(N)c(N(CC(C)C)C(=O)CCNC(=O)c2ccc(Br)cc2)c(=O)[nH]c1=O | 8 | -6 | -4 | -3 | -9 | -5 | 8 | 3 | -4 | 3 | 9
CN1CCn2c1nc(N1CCOCC1)nc2=O | -5 | -6 | -22 | 1 | -15 | -1 | 17 | 5 | -4 | 3 | 9
O=C(Nc1ccc(N2CCOCC2)cc1N1CCOCC1)c1ccc(Br)cc1 | -1 | -14 | 8 | -2 | -2 | -6 | 21 | 6 | 12 | -4 | 12
CCOc1ccc(CNC(=S)N/N=C/c2ccncc2)cc1 | -4 | -6 | 4 | 2 | 10 | -19 | -30 | -9 | -24 | 19 | -12
CCCCn1c(N)c(N(CCOC)C(=O)c2cnc(C)cn2)c(=O)[nH]c1=O | 4 | 2 | 5 | 4 | -7 | 3 | -20 | -3 | -11 | 9 | 1
CC(CCc1ccccc1)NC(=O)Cc1ccccc1 (stereo not given) | 6 | -6 | 11 | 2 | 10 | -10 | -11 | -23 | -16 | -18 | 10
COc1ccc(-c2cc(CNC(=O)CN(C)Cc3ccccc3)on2)cc1 | 1 | -12 | 4 | -1 | 2 | 5 | 11 | -9 | 6 | -5 | 13
Further results follow:
SMILES | KKLEB cytotox | TRAIL sens C8 | Shn3 3UTR inh | NR2E3 ag-1 | NR2E3 ag-2 | TWEAK Fn14 block | Peg3 promoter | MITF TRPM1 inh | TROY signal inh | CF NFkB inh | HIF-2a inh
Nc1cc(C(=O)c2cccs2)ccc1Cl | -3 | -6 | 0 | -2 | -22 | 0 | -49 | -15 | 33 | -4 | -90
COc1cccc(N2CCN(Cc3ccsc3)CC2)c1 | 8 | 9 | -41 | 1 | -6 | -21 | -29 | -9 | -5 | -13 | -28
Cc1ccc(S(=O)(=O)Nc2ncnc3sc(C)c(C)c23)cc1 | 10 | 6 | 13 | 2 | 0 | 15 | 9 | 5 | 2 | -12 | 2
CC(Cc1ccccn1)NC(=O)c1ccc(OC2CCN(CCc3ccccc3)CC2)cc1 (stereo not given) | 3 | 10 | -16 | · | -24 | -19 | -122 | -57 | -16 | -23 | -146
COc1ccc(NC(=O)Nc2ccc(C)cc2OC(F)F)cc1OC | 8 | -7 | 58 | 0 | -10 | -4 | -8 | -3 | 12 | 14 | -26
CCOC(=O)CC1=C(C(=O)OCC)C(c2ccc(OC)c(OC)c2)C(C#N)=C(N)O1 (stereo not given) | -1 | -13 | -20 | 2 | -27 | 17 | 3 | 4 | 3 | 0 | 5
Cc1ccc(NC(=O)c2sc3ncn(CC(=O)N4CCN(c5ccccn5)CC4)c(=O)c3c2C)cc1Cl | -7 | 7 | 23 | 3 | 23 | 23 | -3 | -21 | 30 | 21 | -4
CCC(C(=O)OCC(=O)Nc1ccc(SC(F)F)cc1)c1ccccc1 (stereo not given) | 11 | 3 | 17 | · | -1 | -18 | 28 | 6 | -7 | 5 | -2
Cc1cc(C(=O)OCC(=O)NCc2ccccc2)c(C)o1 | 9 | -11 | 6 | 3 | -23 | 4 | -2 | 1 | -16 | -2 | -1
CCOC(=O)c1c(C)oc2ccc(OCC(=O)C(C)(C)C)cc12 | -21 | 6 | 6 | 1 | -19 | 15 | -18 | -1 | -25 | -6 | -25
CN(NC(=O)c1ccccc1F)c1ncccc1[N+](=O)[O-] | -10 | 13 | 15 | 5 | -4 | -12 | 3 | -4 | 3 | 3 | 15
CCC1CCc2c(sc(NC(=O)C3c4ccccc4Oc4ccccc43)c2C(N)=O)C1 (stereo not given) | -18 | -15 | 11 | -7 | -3 | 26 | -7 | 14 | 3 | 27 | 16
O=C(NCCCN1CCOCC1)c1cc(-c2ccc(Cl)s2)nc2ccccc12 | -8 | 5 | -4 | 2 | 2 | -7 | 0 | -16 | 20 | 0 | -10
NC(N)=NC(N)=Nc1ccccc1 | -14 | -9 | 15 | 1 | 3 | 8 | 1 | 1 | -8 | -11 | 6
Cc1nc(N/N=C\c2ccc3c(c2)OCO3)sc1C | 9 | 5 | -114 | 3 | -48 | -21 | -319 | -84 | -39 | -5 | -281
CN(Cc1ccccc1)C(=O)COc1ccccc1 | -1 | 4 | -4 | -2 | -5 | 5 | -10 | 2 | -1 | -5 | -27

Part of the list above in order of molecular weight, low to high:
SMILES | KKLEB cytotox | TRAIL sens C8 | Shn3 3UTR inh | NR2E3 ag-1 | NR2E3 ag-2 | TWEAK Fn14 block | Peg3 promoter | MITF TRPM1 inh | TROY signal inh | CF NFkB inh | HIF-2a inh
NC(N)=NC(N)=Nc1ccccc1 | -14 | -9 | 15 | 1 | 3 | 8 | 1 | 1 | -8 | -11 | 6
Nc1cc(C(=O)c2cccs2)ccc1Cl | -3 | -6 | 0 | -2 | -22 | 0 | -49 | -15 | 33 | -4 | -90
Cc1nc(N/N=C\c2ccc3c(c2)OCO3)sc1C | 9 | 5 | -114 | 3 | -48 | -21 | -319 | -84 | -39 | -5 | -281
Cc1cc(C(=O)OCC(=O)NCc2ccccc2)c(C)o1 | 9 | -11 | 6 | 3 | -23 | 4 | -2 | 1 | -16 | -2 | -1
COc1cccc(N2CCN(Cc3ccsc3)CC2)c1 | 8 | 9 | -41 | 1 | -6 | -21 | -29 | -9 | -5 | -13 | -28
CN(NC(=O)c1ccccc1F)c1ncccc1[N+](=O)[O-] | -10 | 13 | 15 | 5 | -4 | -12 | 3 | -4 | 3 | 3 | 15
CCOC(=O)c1c(C)oc2ccc(OCC(=O)C(C)(C)C)cc12 | -21 | 6 | 6 | 1 | -19 | 15 | -18 | -1 | -25 | -6 | -25
Cc1ccc(S(=O)(=O)Nc2ncnc3sc(C)c(C)c23)cc1 | 10 | 6 | 13 | 2 | 0 | 15 | 9 | 5 | 2 | -12 | 2
CCOC(=O)CC1=C(C(=O)OCC)C(c2ccc(OC)c(OC)c2)C(C#N)=C(N)O1 (stereo not given) | -1 | -13 | -20 | 2 | -27 | 17 | 3 | 4 | 3 | 0 | 5
CCC1CCc2c(sc(NC(=O)C3c4ccccc4Oc4ccccc43)c2C(N)=O)C1 (stereo not given) | -18 | -15 | 11 | -7 | -3 | 26 | -7 | 14 | 3 | 27 | 16
CC(Cc1ccccn1)NC(=O)c1ccc(OC2CCN(CCc3ccccc3)CC2)cc1 (stereo not given) | 3 | 10 | -16 | · | -24 | -19 | -122 | -57 | -16 | -23 | -146
Cc1ccc(NC(=O)c2sc3ncn(CC(=O)N4CCN(c5ccccn5)CC4)c(=O)c3c2C)cc1Cl | -7 | 7 | 23 | 3 | 23 | 23 | -3 | -21 | 30 | 21 | -4
